Screening data: PubChem BioAssay, several laboratories
GLD-1 TGE inh: GLD-1-TGE RNA interaction inhibition (C. elegans); Q17339; purified GLD-1 + fluorescein TGE RNA, fluorescence polarization; inhibition, % at 5.96 µM; 0.44% of 320,000 active;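 active = percent inhibition above a per-plate cutoff, the plate mean of test compounds plus 3 SD, cut at about 30% in these data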;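 note: 0% = DMSO wells with GLD-1 and probe and 100% = wells lacking GLD-1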
MCL1-BIM inh: inhibitors of human MCL1 binding to BIM-BH3 peptide; Q07820; GST-MCL1 / FITC-Bim-BH3 fluorescence polarization; inhibition, % at 10.9 µM; 0.68% of 320,000 active;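 active = inhibition above the mean inhibition of all tested compounds plus 3 SD, set per campaign, cut at about 40% in these data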;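 note: 0% = DMSO wells and 100% = unlabeled Bim-BH3 peptide control; higher means more loss of mP so more displacement of Bim peptide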
AHR activator: activators of human aryl hydrocarbon receptor; P35869; AHR-responsive luciferase reporter cells, luminescence; activation, % at 5 µM; 2.5% of 320,000 active; in the data active = activation above about 47%;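 note: 0% = vehicle wells and 100% = reference agonist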
Target sequence (P35869 whole entry, looked up): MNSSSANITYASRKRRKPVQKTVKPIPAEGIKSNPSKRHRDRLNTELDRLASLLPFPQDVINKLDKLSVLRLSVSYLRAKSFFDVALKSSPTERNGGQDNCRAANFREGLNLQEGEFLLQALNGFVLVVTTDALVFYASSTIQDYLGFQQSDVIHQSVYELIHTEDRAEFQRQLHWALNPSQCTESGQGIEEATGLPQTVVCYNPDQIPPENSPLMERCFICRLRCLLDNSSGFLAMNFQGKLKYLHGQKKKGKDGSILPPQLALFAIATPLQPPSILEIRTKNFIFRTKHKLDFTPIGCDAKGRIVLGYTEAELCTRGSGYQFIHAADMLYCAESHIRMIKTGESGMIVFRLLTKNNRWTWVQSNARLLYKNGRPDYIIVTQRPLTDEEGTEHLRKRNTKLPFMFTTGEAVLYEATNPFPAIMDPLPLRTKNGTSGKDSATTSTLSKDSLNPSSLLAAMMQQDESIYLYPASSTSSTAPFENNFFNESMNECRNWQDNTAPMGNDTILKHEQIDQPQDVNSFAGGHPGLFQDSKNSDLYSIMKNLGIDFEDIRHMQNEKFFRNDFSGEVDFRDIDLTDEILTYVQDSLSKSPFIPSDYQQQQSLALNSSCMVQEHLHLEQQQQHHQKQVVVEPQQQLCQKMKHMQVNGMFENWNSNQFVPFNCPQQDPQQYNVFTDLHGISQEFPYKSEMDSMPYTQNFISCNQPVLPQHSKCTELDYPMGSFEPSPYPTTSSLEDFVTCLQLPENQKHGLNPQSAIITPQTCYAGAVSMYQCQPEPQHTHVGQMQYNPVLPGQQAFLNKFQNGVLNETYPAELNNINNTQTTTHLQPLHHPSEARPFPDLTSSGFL
Bcl-xL primary: Bcl-xL (human) inhibition; GST-Bcl-xL / FITC-Bim BH3 peptide fluorescence polarization; inhibition, % at 10.9 µM; 0.7% of 320,000 active; AID 2129;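 active = inhibition above the mean of all tested compounds plus 3 SD, cutoff set per campaign, cut at about 30% in these data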;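 note: 0% = DMSO wells and 100% = unlabeled Bim-BH3 peptide competitor; inhibitors lower millipolarization by displacing the labeled peptide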
Target sequence (Q07817 whole entry, looked up): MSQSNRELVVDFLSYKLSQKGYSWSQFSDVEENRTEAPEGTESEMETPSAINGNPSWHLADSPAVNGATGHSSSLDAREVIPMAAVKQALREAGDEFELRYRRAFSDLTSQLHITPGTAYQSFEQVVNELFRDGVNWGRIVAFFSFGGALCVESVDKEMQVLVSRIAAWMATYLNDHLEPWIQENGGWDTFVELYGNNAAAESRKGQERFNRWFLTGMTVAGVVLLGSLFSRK
pPAFAH FP inh: pPAFAH (human) enzyme inhibition; Q13093; recombinant pPAFAH, FP-rhodamine probe fluorescence polarization; inhibition, % at 3.39 µM; 1.5% of 330,000 active; AID 463082;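 active = inhibition above the mean inhibition across the screen plus 3 SD, cut at about 25% in these data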;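 note: inhibitors block binding of the rhodamine activity-based probe so polarization drops; 0% = enzyme with DMSO and 100% = wells lacking pPAFAH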
PME-1 primary: blocks human protein phosphatase methylesterase 1; Q9Y570; recombinant PME-1, FP-Rh probe fluorescence polarization; inhibition, % at 5.9 µM; 0.53% of 320,000 active; AID 2130;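 active = inhibition above the campaign mean of all compounds plus 3 SD, cut at about 26% in these data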;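 note: competitive labeling of PME-1 active site by serine hydrolase directed probe; 0% = PME-1 with DMSO and 100% = wells lacking PME-1 enzyme; inhibitors block probe labeling so polarization falls and inhibition rises; many of its hits are not listed in these tables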
Fam108B counter: counter-screen for RBBP9 inhibitors: inhibitors of mouse Fam108B | recombinant Fam108B, FP-Rh probe fluorescence polarization | inhibition, % at 9.51 µM | 0.33% of 300,000 active | AID 1947;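 active = inhibition above the screen mean inhibition plus 3 SD, computed separately per campaign, cut at about 18% in these data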;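 note: inhibitors lower polarization as less probe binds the enzyme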
MEX-5 binding: C. elegans MEX-5 TCR-2 RNA binding activity; MEX-5/FITC-TCR2 RNA binding, fluorescence polarization; active compounds read low; activity score (negative = inhibition of binding), % at 10 µM; 0.38% of 300,000 active;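 active = inhibition past about -25% in most replicates, and total fluorescence under double the plate's negative control median, limit read from the data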;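 note: 0% = DMSO and -100% = 5 µM competing unlabeled TCR2 RNA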
PAFAH1B2 FP inh: blocks human PAF acetylhydrolase 1b catalytic subunit 2. P68402. recombinant PAFAH1B2, FP-rhodamine activity probe, fluorescence polarization. inhibition, % at 3.39 µM. 1.2% of 340,000 active;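 active = inhibition above the mean of all tested compounds plus 3 SD, cut at about 24% in these data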;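 note: 0% = enzyme with DMSO and 100% = wells lacking PAFAH1B2; many of its hits are not listed in these tables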
Numbers without * were called inactive; x = not tested or not shown; & = joins results of further samples. A portion of the library (hit frequency here may not be typical).

SMILES	GLD-1 TGE inh	MCL1-BIM inh	AHR activator	Bcl-xL primary	pPAFAH FP inh	PME-1 primary	Fam108B counter	MEX-5 binding	PAFAH1B2 FP inh
C=C(C)Cc1c(C)c(C#N)c2nc3ccccc3n2c1N1CCCCC1	2.8	-27.2	4.2	8.0	-3.3	-2.4	5.2	-0.6	5.6
Cc1ccc[n+](CC(=O)Nc2c(Cl)cc(Cl)cc2Cl)c1	-1.2	-0.6	1.1	1.2	4.2	0.1	0.6	0.0	-2.1
Cc1oc(-c2cc(F)cc(F)c2)nc1CN1CCN(C(=O)c2ccco2)CC1	5.3	3.2	2.0	-2.4	-4.0	-1.6	-4.1	-3.6	5.7
c1ccc(-c2ccc3c(n2)CCCO3)cc1	1.8	4.6	10.0	4.2	-4.0	-3.0	0.6	-0.8	-6.6
CC(C)NC(=O)c1ccccc1NC(=O)Cc1ccc(Br)cc1	1.8	7.9	-0.5	4.4	3.4	6.5	4.5	2.0	-0.5
O=c1c2ccccc2nc2n1C(CSc1ccc(F)cc1)CS2 (stereo unspecified)	-0.4	2.9	-1.7	0.4	-1.6	1.5	-2.6	-3.2	5.8
CCOC(=O)N1CCN(S(=O)(=O)c2ccc(F)c(C(=O)Nc3cc(C)cc(C)c3)c2)CC1	5.1	3.4	1.0	-0.6	6.9	-5.5	-1.1	-0.3	-3.7
O=C(CCNC(=O)c1ccco1)Nc1ccc(Cl)cc1	0.3	0.6	5.3	4.9	0.4	2.9	-0.2	-1.9	3.1
Clc1cc(Cl)cc(Nc2ncn[nH]2)c1	8.5	2.1	6.9	-0.2	0.6	-8.0	-0.4	2.2	-2.9
O=C(COC(=O)c1n[nH]c2ccccc12)NC(=O)NC1CCCCC1	2.2	-1.5	3.2	-0.7	-3.4	-22.4	-0.5	-1.0	2.4
O=C1CC(N2CCC(c3nc4ccccc4o3)CC2)C(=O)N1c1ccc(Cl)c(C(F)(F)F)c1 (stereo unspecified)	0.9	16.1	5.5	8.3	20.0	-3.6	2.1	-0.8	-1.9
S=c1[nH]nc(-c2ccc(Cl)cc2)n1/N=C/C=C/c1ccco1	4.2	6.6	31.4	-5.6	39.3*	1.3	2.5	-2.0	x
Oc1ccc(C23CCCC2C2(CCCC2)c2ccc(O)cc2O3)c(O)c1 (stereo unspecified)	7.5	-1.0	1.6	3.7	-0.8	-1.7	x	x	7.7
FC(F)(F)c1cc(Oc2ccccc2)nc(-c2ccccn2)n1	2.1	-1.2	-5.8	7.0	3.2	0.8	0.4	1.2	-0.8
CSc1nc2[nH]c3c(c2c2ncnn12)CCCC3	7.6	4.7	47.2*	9.2	7.1	6.7	1.4	1.8	4.6
O=C(Cn1ncn2cccc2c1=O)N1CCCCC1	-4.9	2.2	-0.9	2.0	-1.2	0.0	0.5	0.4	-0.4
CC(=O)c1ccc(NC(=O)CSc2nc(N3CCOCC3)nc(N3CCOCC3)n2)cc1	-9.0	0.0	5.6	-2.7	0.0	2.7	0.2	-1.6	8.7
O=C(CCc1c[nH]c2ccccc12)N/N=C/c1ccc2c(c1)OCO2	-9.8	-11.4	53.1*	-12.9	3.7	12.2	-3.7	-0.2	2.7
NS(=O)(=O)c1ccc(CCNC(=O)C(=O)NCC2OCCN2S(=O)(=O)c2cccs2)cc1 (stereo unspecified)	1.8	5.3	-0.8	1.0	-2.8	-2.0	-0.8	0.9	3.2
CN1CCC(NC(=S)NC2CC2)CC1	5.3	3.1	4.5	6.2	3.2	-0.8	-0.6	1.0	-0.1
COc1nc2ccc(C)cc2cc1-c1noc(-c2ccccc2)n1	2.4	-7.0	4.4	-5.0	-0.9	-7.7	-5.8	-1.4	-0.8
CCCC(C)NC(=O)c1ccc(OCc2ccc(Cl)cc2)c(OC)c1 (stereo unspecified)	-1.2	-9.5	2.2	1.1	1.8	2.9	-2.0	2.0	0.0
CC(C)Cc1nnc(NC(=O)CCC(=O)N2CCN(c3ccc(F)cc3)CC2)s1	-2.1	-3.1	-0.3	-5.9	1.8	-0.4	1.5	-1.7	5.5
Cc1cc(=O)n2nc(-c3ccc(C(F)(F)F)cc3)sc2n1	1.1	-7.9	-3.4	-4.0	1.9	3.0	3.8	2.8	1.6
O=C1C2C3C=CC(C3)C2C(=O)N1c1ccccc1 (stereo unspecified)	-2.1	0.2	0.2	2.9	4.4	-5.5	-0.9	1.5	2.3

Other compounds follow.
SMILES	GLD-1 TGE inh	MCL1-BIM inh	AHR activator	Bcl-xL primary	pPAFAH FP inh	PME-1 primary	Fam108B counter	MEX-5 binding	PAFAH1B2 FP inh
O=[N+]([O-])c1ccccc1NC(=S)N/N=C/c1ccc(O)c(O)c1	8.6	14.1	34.4	10.6	59.2*	27.5*	12.4	-11.8	5.3
Cc1cc(C)c(-c2c(O)c3cccc4c3n(c2=O)CCC4)c(C)c1	0.4	2.0	0.4	3.0	-1.5	0.3	2.8	0.9	8.6
O=C(Cn1nnc(-c2ccc(F)cc2)n1)Nc1ccc2c(c1)OCCO2	-2.4	2.0	1.4	1.4	-0.3	-2.9	-0.4	-0.7	3.8
Cc1ccc(NC(=O)CN(C)C(=O)COc2cccc3ccc(C)nc23)cc1	1.1	x	3.9	x	3.7	x	x	x	-0.9
Cc1ccc(C(C(=O)NCC2CCCO2)N(Cc2ccccc2F)C(=O)Cn2nnc(-c3cccs3)n2)cc1 (stereo unspecified)	5.7	0.8	-2.8	4.5	2.5	3.0	-0.2	1.8	-0.8
O=C(NC(Cc1ccccc1)C(=O)O)/C(=C\c1ccc([N+](=O)[O-])cc1)NC(=O)c1ccco1 (stereo unspecified)	-4.3	-0.7	-0.8	-1.2	8.0	4.0	1.0	-1.2	9.0
COc1cc(CN(C(=S)NCC(=O)N2CCCC2)C2CCCC2)cc(OC)c1OC	1.0	2.3	-1.1	3.4	-2.5	-5.4	3.0	-3.5	6.0
COc1ccc(Cl)cc1NC(=O)CN1CCN(C(=O)N2CCOCC2)CC1	2.9	5.6	1.1	-3.9	9.0	6.5	-8.8	1.4	6.9
CN(CC(=O)Nc1c(Cl)cccc1Cl)C(=O)CCNS(=O)(=O)c1ccccc1C(F)(F)F	3.5	5.2	-2.5	0.5	0.8	-3.7	2.0	0.1	6.0
CCOc1ccc(NS(=O)(=O)c2ccc(C(=O)NCCCN3CCOCC3)cc2)cc1	5.9	7.3	3.0	-0.2	31.2*	4.5	1.0	0.4	3.0
Cc1ccc(N(CC(=O)NC(C)c2ccccc2)S(=O)(=O)c2c(C)n[nH]c2C)cc1 (stereo unspecified)	0.5	-9.6	-2.1	-2.4	0.6	1.1	1.5	-1.6	-1.6
COc1ccc(NS(=O)(=O)c2ccc(/C=C/C(=O)O)cc2)cc1S(=O)(=O)N1CCOCC1	0.5	-3.3	0.8	4.0	5.2	-0.8	0.2	1.8	4.8
O=C(Nc1ccc(-n2cnnn2)cc1)C1CCCN1C(=O)Nc1ccc(Br)cc1 (stereo unspecified)	3.8	6.1	-4.8	5.7	-0.5	-5.7	1.8	0.0	-1.6
COc1cc(/C=N/Nc2snc(SC)c2C#N)ccc1O	-2.7	2.4	73.1*	-4.0	22.7	23.5	11.5	-0.5	2.7
COCCCNC(=O)c1ccc2c(=O)n(CC3CCCO3)c(=S)[nH]c2c1 (stereo unspecified)	-2.7	6.0	5.1	5.4	2.3	1.0	-1.4	-0.5	3.3
COc1ccc(OC)c(NC(=O)CSc2nc3scc(C)c3c(=O)[nH]2)c1	1.2	0.7	1.2	2.4	11.3	4.8	-0.9	-0.8	2.9
CC(Sc1ccc(Cl)cc1)C(=O)Nc1ccc2c(c1)OCO2 (stereo unspecified)	0.3	4.0	9.6	5.0	7.3	1.8	2.4	2.6	4.1
CCNc1c(NS(=O)(=O)c2ccc(F)c(Cl)c2)c(=O)oc2ccccc12	4.1	2.7	-2.1	4.5	2.6	3.1	1.9	-2.2	0.7
CCN1CCN(C(=S)NC(CC(=O)c2ccccc2)c2ccccc2)CC1 (stereo unspecified)	1.8	-1.3	-4.0	-1.0	2.1	3.0	-0.3	0.7	3.6
NC(=O)c1ccc(NC(=O)C2CC2)cc1	1.1	-1.4	1.8	-0.2	3.4	5.2	0.6	-3.8	-3.8
CC1c2cc3c(cc2CCN1C(=O)c1cccc(F)c1)OCCCO3 (stereo unspecified)	-6.1	-4.9	2.2	2.9	2.7	-1.9	1.8	1.0	2.2
CCOC(=O)C1=C(C)N=c2s/c(=C\c3ccc(OC(C)=O)cc3)c(=O)n2C1/C=C/c1ccccc1 (stereo unspecified)	-9.7	4.0	7.0	8.4	-9.8	-7.1	-7.5	-0.7	1.1
CC(=O)c1oc2ccccc2c1N	1.1	-6.4	6.7	1.2	1.1	-3.2	-2.9	1.0	-3.2
COc1ccc(CNC(=O)CC(C)c2ccccc2)cc1 (stereo unspecified)	-0.5	-0.8	2.4	-3.3	3.7	-7.5	-0.9	-2.4	2.1
CC1CCCCC1NC(=O)COC(=O)CN1C(=O)c2ccccc2C1=O (stereo unspecified)	4.2	-2.4	-1.3	-3.8	-0.2	-4.0	x	x	6.8

3 compounds from above, sorted by length of the SMILES, rising:
SMILES	GLD-1 TGE inh	MCL1-BIM inh	AHR activator	Bcl-xL primary	pPAFAH FP inh	PME-1 primary	Fam108B counter	MEX-5 binding	PAFAH1B2 FP inh
CC(=O)c1oc2ccccc2c1N	1.1	-6.4	6.7	1.2	1.1	-3.2	-2.9	1.0	-3.2
NC(=O)c1ccc(NC(=O)C2CC2)cc1	1.1	-1.4	1.8	-0.2	3.4	5.2	0.6	-3.8	-3.8
Cc1ccc(N(CC(=O)NC(C)c2ccccc2)S(=O)(=O)c2c(C)n[nH]c2C)cc1 (stereo unspecified)	0.5	-9.6	-2.1	-2.4	0.6	1.1	1.5	-1.6	-1.6

(continued)
SMILES	GLD-1 TGE inh	MCL1-BIM inh	AHR activator	Bcl-xL primary	pPAFAH FP inh	PME-1 primary	Fam108B counter	MEX-5 binding	PAFAH1B2 FP inh
Cc1cc(C(=O)NCc2ccc3c(c2)OCO3)ccc1[N+](=O)[O-]	-1.1	2.2	6.3	-0.5	-2.6	-1.4	0.4	1.1	6.9
COc1cccc(CC(=O)OCC(=O)NCCc2ccc(F)cc2)c1	-0.1	-18.6	0.8	-16.6	6.8	-3.6	x	x	6.9
CCOCCCNC(=O)c1cc2c(-c3ccc(Cl)cc3)nn(C)c2s1	1.2	-1.1	56.1*	-3.7	-4.0	-22.2	-27.0	-4.5	1.6
O=C(NCc1cccnc1)c1ccc2c(=O)n(CCCN3CCCC3=O)c(=S)[nH]c2c1	7.5	-3.3	5.6	-3.2	5.7	-3.6	-0.7	-2.3	-1.1
O=C(N/N=C/c1cc(O)ccc1Br)c1cccnc1	2.1	12.8	13.2	2.7	10.1	2.2	-1.1	0.0	9.2
CCOCCCNC(=O)CCC(=O)NNc1nc2ccccc2c2nc(-c3ccccc3)nn12	-3.2	7.1	28.7	1.6	1.6	1.3	1.8	-1.0	-0.4
COc1cc(Cl)c(C)cc1NC(=O)CC1SC(N2CCOCC2)=NC1=O (stereo unspecified)	8.2	1.8	-0.5	-1.9	0.0	1.0	x	x	-1.8
CCOc1ncccc1C(=O)OCc1c(F)cccc1Cl	3.3	3.5	-1.3	-0.7	5.5	-2.5	-0.7	1.6	4.0
COc1ccc(Oc2cn[nH]c2-c2ccc(OC)cc2O)cc1	1.8	5.1	6.9	3.8	8.2	-1.0	3.3	0.5	-0.1
CN(C)CCC(c1ccc(Cl)cc1)c1ccccn1 (stereo unspecified)	0.5&2.6&-0.1	0.8&4.3&10.9	-2.0&0.9&-4.0	0.3&1.4&2.9	1.4&0.6&-5.4	-2.2&3.2&1.9	2.6&-4.5&1.3	1.0&1.2	0.3&0.0
